LDHA block: qHTS assay for inhibitors of human lactate dehydrogenase | L-lactate dehydrogenase A chain (Homo sapiens), P00338 | purified LDHA, NADH/diaphorase-resazurin fluorescence; stronger effect = lower value | activity change, % (values are at about 110 or 230 µM) | 480,000 tested, 0.15% active; in the data active means activity change below about -30%; inconclusive means mostly about -25% to -30%;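 further: plate controls were DMSO wells for no effect and wells without enzyme for full effect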
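LDH5 2 nM; NADH 0.06 mM, pyruvate 0.2 mM; 200 mM Tris pH 7.4, EDTA, Tween-20; 5 min RT. Detection: diaphorase 0.133 mg/mL + resazurin 37 µM, fluorescence ex540/em590 at 0 and 20 min; normalized to enzyme-free and DMSO wells.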
ERG-DNA inh: qHTS for Small Molecule Inhibitors of the ERG Ets/DNA interaction; Transcriptional regulator ERG (Homo sapiens), P11308; fluorescence polarization, His-ERG Ets domain / labelled DNA; Potency, µM (doses to about 76.9 µM), without a hit: at the highest dose FP activity, negative = inhibition, hits mostly inhibitors; 370,000 tested, 0.028% active; AID 624246, 2012; active means well fitted inhibition curve with a large enough effect in the polarisation, with a control signal flat; inconclusive means small, poorly fitted or top-dose-only effect, or effect the other way, or a change in a side signal; inactive means no such curve, though single readings can be large or run the other way; the % refers to the polarisation;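 further: polarization taken with two DNA probes labelled with fluorescein and Texas red; potency means the concentration at half of the fitted maximal effect; % of control where 0% means no effect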
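His-tagged ERG Ets domain (1 uM in the protein solution; 300mM KCl, 50mM Tris-HCl, 1mM EDTA, 1mM DTT, pH 7.5) received compound, then a probe mix of 5 nM fluorescein-DNA and 100nM Texas-615-DNA. Fluorescence polarization was read for both dyes.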
POLK inh: qHTS for Inhibitors of Polymerase Kappa; DNA polymerase kappa (Homo sapiens), Q9UBT6; purified Pol kappa, fluorescent DNA synthesis assay, 10 min; Potency, µM (titrated, usually from 107 µM), for the others: at the top dose activity, negative = inhibition, usual class: inhibitors; 400,000 tested, 0.53% active; further: potency means the concentration at half of the fitted maximal effect; on the % scale 0 is the no-effect control and ±100 the full control effect
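Kinetic fluorescence screen: compound preincubated 15 min RT with 10 nM enzyme; 50 nM substrate (final) initiates; reads at 0/10 min.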
RGS4 inh: Inhibitors of Regulator of G Protein Signaling (RGS) 4: qHTS; 390,000 tested, 0.039% active; Transcreener GDP fluorescence polarization, RGS4-accelerated GTP hydrolysis; Potency, µM (highest dose often 114 µM), inactives show at the top dose activity change, negative = inhibition, most hits filed as inhibitors; AID 504845, 2011; further: potency means the concentration at half of the fitted maximal effect; on the % scale 0 is the no-effect control and ±100 the full control effect; nearly all actives have a fitted effect of over 75% in size; some results filed as inactive show a strong effect at the top dose
Target sequence (P49798 whole entry, looked up): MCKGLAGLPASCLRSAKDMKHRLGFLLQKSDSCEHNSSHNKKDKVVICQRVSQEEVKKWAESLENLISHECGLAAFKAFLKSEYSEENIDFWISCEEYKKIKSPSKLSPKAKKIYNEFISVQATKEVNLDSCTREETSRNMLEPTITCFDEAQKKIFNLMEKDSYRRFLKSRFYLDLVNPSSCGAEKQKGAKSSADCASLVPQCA
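MLSMR compounds (23 nl, pin-transferred) preincubated 10 min at room temperature with a 500nM (2x) first reagent, then RGS4 at 900nM (2x) plus Transcreener GDP mix added; fluorescence polarization (620/688 nm) read before and after 90 min at 30 °C.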
Apoferritin bind: qHTS Assay for Identification of Novel General Anesthetics; AID 485281, 2010; Potency, µM (top dose mostly 77.5 µM), for inactives: at the top dose activity change, negative = displacement, usual class: inhibitors; Ferritin light chain (Equus caballus), P02791; 350,000 tested, 0.074% active; apoferritin/1-aminoanthracene competitive binding, fluorescence; further: potency means the concentration at half of the fitted maximal effect; on the % scale 0 is the no-effect control and ±100 the full control effect; nearly all actives have a fitted effect of over 20% in size
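Horse-spleen apoferritin (10 uM) in 50% saturated 1-aminoanthracene in PBS was incubated 10 min at room temperature with compound. Fluorescence (ex 380, em 535 nm) was normalized to free and bound 1-AMA, with concentration-response fitted by a four-parameter Hill equation.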
Pol beta inh: qHTS Assay for Inhibitors of DNA Polymerase Beta; P06746; Pol beta primer extension/strand displacement, fluorescence kinetic; Potency, µM (highest dose often 114 µM), for inactives: top-dose activity change, negative = inhibition, hits mostly inhibitors; 340,000 tested, 1.3% active; further: potency means the concentration at half of the fitted maximal effect; on the % scale 0 is the no-effect control and ±100 the full control effect
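Preincubation: enzyme (10 nM) with compound, 15 min, RT. Reaction: substrate added to 50 nM final. Reads: 0 and 10 min. Analysis: normalized, Hill fit.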
12-LOX inh: Primary qHTS assay for inhibitors of human arachidonate 12S-lipoxygenase (ALOX12): Round 2; 580,000 tested, 1.1% active; Potency, µM (highest dose often 108 µM), without a hit: at the top dose activity change, negative = inhibition, hits mostly inhibitors; purified 12hLO, xylenol orange hydroperoxide absorbance; further: potency means the concentration at half of the fitted maximal effect; on the % scale 0 is the no-effect control and ±100 the full control effect
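Hydroperoxide product was detected by ferrous iron/xylenol orange as the 573 to 405 nm absorbance ratio. Arachidonic acid at 40 uM (final) was turned over for 30 min at room temperature by 150 nM human 12hLO, pH 7.0 Hepes buffer, after 15 min compound preincubation.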
POLH inh: qHTS for Inhibitors of Polymerase Eta; DNA polymerase eta (Homo sapiens), Q9Y253; recombinant Pol eta, fluorescent DNA replication assay; Potency, µM (titrated, usually from 114 µM), without a hit: at the top dose activity change, negative = inhibition, hits mostly inhibitors; 390,000 tested, 1.2% active; AID 588591, 2011; further: potency means the concentration at half of the fitted maximal effect; on the % scale 0 is the no-effect control and ±100 the full control effect
Target sequence (Q9Y253 whole entry, looked up): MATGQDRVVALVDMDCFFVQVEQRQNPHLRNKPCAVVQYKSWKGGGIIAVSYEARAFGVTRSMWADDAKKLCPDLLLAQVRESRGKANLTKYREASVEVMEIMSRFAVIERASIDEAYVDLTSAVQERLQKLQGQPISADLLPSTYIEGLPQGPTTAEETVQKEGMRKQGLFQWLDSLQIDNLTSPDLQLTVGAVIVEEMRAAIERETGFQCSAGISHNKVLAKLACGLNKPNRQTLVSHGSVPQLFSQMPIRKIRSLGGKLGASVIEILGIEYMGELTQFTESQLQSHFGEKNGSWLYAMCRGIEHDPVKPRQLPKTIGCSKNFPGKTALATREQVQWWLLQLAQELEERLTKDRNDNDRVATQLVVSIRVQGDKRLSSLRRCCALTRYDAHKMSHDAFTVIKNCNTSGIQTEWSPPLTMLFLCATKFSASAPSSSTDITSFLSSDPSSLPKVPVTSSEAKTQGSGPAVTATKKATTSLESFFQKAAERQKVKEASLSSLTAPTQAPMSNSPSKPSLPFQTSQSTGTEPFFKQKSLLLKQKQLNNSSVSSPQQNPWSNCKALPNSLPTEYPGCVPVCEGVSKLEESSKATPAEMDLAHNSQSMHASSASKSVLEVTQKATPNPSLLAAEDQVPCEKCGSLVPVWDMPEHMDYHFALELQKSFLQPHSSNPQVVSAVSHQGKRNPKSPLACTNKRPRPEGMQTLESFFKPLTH
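Pol eta (10 nM) was preincubated with compounds for 15 min at room temperature, after which fluorescent replication substrate (50 nM final) was added to start the reaction. Fluorescence was read kinetically at 0 and 10 min.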
APE1 inh: qHTS Assay for Inhibitors of the Human Apurinic/apyrimidinic Endonuclease 1 (APE1); recombinant APE1, TAMRA/BHQ-2 abasic DNA cleavage fluorescence; Potency, µM (top dose mostly 65.8 µM), for inactives: at the highest dose activity change, negative = inhibition, hits mostly inhibitors; 350,000 tested, 0.35% active; AID 2517, 2012;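 further: potency means the concentration at half of the fitted maximal effect; plate controls were vehicle for no effect and reference inhibitor for full effect; nearly all actives have a fitted effect of over 55% in size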
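Incision of a quenched TAMRA/BHQ-2 THF abasic-site duplex (50 nM) by 0.75 nM APE1, after 15 min compound preincubation, measured as fluorescence increase over three 60 s reads. Values normalized to buffer, DMSO and NSC13755 control wells.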
* hit, by the source's call; u = inconclusive; x = no result given; [ ] = dose if it differs, or a comment. Unless noted, the call rests on the fitted dose curve; in most records, active means well fitted curve in the direction sought with a large enough effect; inconclusive means small, poorly fitted or top-dose-only effect, or another doubt; inactive means no such curve, though single readings can be large; an effect the other way counts as inactive or inconclusive. An excerpt (hit frequency here may not be typical).

SMILES | LDHA block | ERG-DNA inh | POLK inh | RGS4 inh | Apoferritin bind | Pol beta inh | 12-LOX inh | POLH inh | APE1 inh
COc1ccccc1N1CCN(C(c2ccccc2)c2nnnn2CCc2ccccc2)CC1 (centres undefined) | -3 | -5% | -9% | -7%[11.4 µM] | -16% | -1% | u | 0% | 3%
O=C(NCCc1ccccc1)C1CCN(c2ncccn2)CC1 | -10 | 14% | 10% | 11% | -4% | -1% | 20% | -24% | 6%
O=C(c1noc2c1CCCCC2)N1CCN(C(c2ccccc2)c2ccccc2)CC1 | -1 | -11% | -22% | 21%[11.4 µM] | x | x | u | 15% | x
COc1cccc(C(=O)CSc2nccn2C)c1 | -3 | 9% | 14% | -23% | -18% | u | u | -6% | -9%
COc1cc(/C=N/NC(=O)CNc2n[nH]c(=O)[nH]c2=O)ccc1O | -6 | 0% | -14% | -16% | 16% | u | 0% | -15% | -1%
CC(=O)Nc1ccc(S(=O)(=O)N2CCN=C2C)cc1 | -12 | -3% | -8% | -17% | -6% | 8% | 0% | 8% | 1%
CCCN(Cc1ccccc1)C(=S)Nc1cccc(C(F)(F)F)c1 | -10 | -3% | -21% | -16% | -15% | -1% | u | u | 1%
COc1ccc(CCNC(=O)c2cnc3sc(N4CCCC4)nn3c2=O)cc1OC | 0 | 1% | 0% | -22% | -11% | 0% | -21% | -8% | x
O=C(NCC(c1cccs1)N1CCOCC1)c1cc(S(=O)(=O)N2CCOCC2)c(Cl)cc1Cl (centres undefined) | -4 | -2% | 2% | -8% | x | x | 4% | -20% | 8%
CC1CC(C)CN(C(=O)C(C)N(C)CC(=O)Nc2ccc(F)cc2)C1 (centres undefined) | -4 | -13% | -9% | -16% | x | x | -8% | -14% | 6%
Cc1cc(C)c(O)c(C2(O)C(=O)c3ccccc3C2=O)c1 | -16 | 4% | 0% | 2% | -17% | 0% | 0% | -5% | 4%
O=c1cc2nc(-c3ccccc3F)nc(SCc3ccc(Br)cc3)n2[nH]1 | -5 | 0% | u | u | -7% | 32µM* | -6% | u | x
COc1ccc(S(=O)(=O)NCCc2ccc(F)cc2)cc1 | -12 | -7% | -16% | 24% | u | 4% | -29% | -3% | -2%
Cc1nc(-c2nnc(SCC(=O)Nc3cc(Cl)cc(Cl)c3)n2C)cs1 | -12 | -2% | -3% | 17% | 2% | 4% | 81%[activator] | -9% | -2%
O=C(COC(=O)CCCOc1ccc(Cl)cc1Cl)Nc1cccc(Cl)c1 | -1 | -6% | -17% | -13% | -19% | -1% | -13% | -14% | -9%
C/C(Nc1cccc(F)c1)=C(/C#N)C(N)=O | -4 | x | -3% | 29% | -3% | 0% | -11% | 7% | 2%
O=C(c1ccccc1)N1CCN(C2CC3CCC2C3)CC1 (centres undefined) | -16 | 5% | 5% | -10% | -11% | 13% | 26% | -5% | -6%
Cc1nc(CS(=O)(=O)c2ccccc2)cc(N2CCOCC2)n1 | -2 | 7% | -5% | -63%[11.4 µM] | -8% | 13% | 136%[activator] | -21% | -3%
C#CC(CC)(CC)NC(=O)c1ccc(Br)s1 | -6 | 10% | 16% | -9% | -16% | 38% | -3% | -22% | -2%
CCN(C(=O)COC(=O)CNC(=O)C1CCCCC1)c1ccccc1 | -5 | -9% | -12% | 14% | x | x | -13% | -13% | -5%
COc1ccc(OC)c(NC(=O)N2CCN(Cc3nc4ccc(C)cc4o3)CC2)c1 | 4 | 0% | -3%[60.1 µM] | 1% | 5% | -1% | -24% | -12% | x
O=CC(O)C1OC(=O)C(O)C1O (centres undefined) | 5 | -2% | 50µM* | 6% | x | x | 4% | 7.9µM* | x
COc1ccc2cc(-c3[nH]ncc3CN3C[C@@H]4CCC[C@H]3C4)ccc2c1 | 1 | -4% | 0% | 34% | -17% | 0% | 0% | -3% | 2%
CC(Sc1nc(NC(C)(C)C)nc(N(C)C)n1)C(=O)Nc1ccccc1 (centres undefined) | -6 | 6% | -8% | -18% | -5% | 0% | -2% | -20% | u
CCc1nnc(SCC(=O)Nc2ccc(F)cc2)o1 | -1 | -3% | 4% | 7% | -3% | -11% | -5% | -8% | -6%
Cc1nc2cc(N=NC3=C(O)CCCC3=O)ccc2s1 | 5 | 3% | -28% | -8% | -8% | -26% | u | -16% | -1%
COc1ccc(C)cc1S(=O)(=O)Nc1ccc2c(c1)OCO2 | -1 | 0% | -16% | u | -14% | -30% | -8% | -15% | -4%
NC(=O)[C@@H]1CC2(CC(c3cccc(NC(=O)[C@@H]4CCC(=O)N4)c3)=NO2)CN1C(=O)Cc1ccc([N+](=O)[O-])cc1 (some centres undefined) | 0 | -10% | -3% | 18% | -2% | 10% | -11% | -5% | 1%
Cc1ccc(-n2nnc(-c3cc4ccccc4nc3Cl)n2)cc1 | -2 | 5% | -16% | -14% | -9% | 5% | u | -5% | 1%
O=C(NCc1ccccn1)C1CN(S(=O)(=O)c2ccccc2)CCN1S(=O)(=O)c1ccccc1 (centres undefined) | -9 | -2% | -3% | 14% | -7% | 17% | 0% | 6% | -3%
CC(C)c1cc(NC(=O)CCl)on1 | 1 | 0% | -16% | 0% | -10% | -1% | -9% | -3% | -3%
CC(C)COC(=O)c1ccc(NC(=O)C2C3C=CC(C3)C2C(=O)O)cc1 (centres undefined) | 0 | -9% | 0% | 28% | u | -10% | 0% | -18% | 2%
COC(=O)c1c(C(=O)OC)c(-c2ccc(C(C)(C)C)cc2)n2c1CS(=O)C2 (centres undefined) | 1 | u | 0% | -16% | -8% | -26% | -3% | -13% | 1%
CCc1nc2c(cnn2-c2ccc(Cl)cc2)c(=O)n1-c1ccc(OC)cc1 | -3 | 3% | -13% | -26% | -11% | -5% | u | -24% | 15%
COc1ccc(CCNC(=O)CSc2ccc(-c3ccncc3)nn2)cc1 | 0 | 10% | 0% | -11% | -6% | 10% | -8% | -2% | -4%
CCN(CC)S(=O)(=O)c1cccc(NC(=O)C2SC(=Nc3ccc(C)cc3C)C(C(=O)NCC3CCCO3)=C2N)c1 (centres undefined) | 0 | 3% | -3% | -28% | -13% | 0% | 2% | -15% | -4%
Cn1ncc(Cl)c1C(=O)NCC1CCCO1 (centres undefined) | -5 | 5% | -12% | 3% | 0% | 25% | 14% | -2% | -10%
O=C(CNC(=O)OCc1ccccc1)OC(c1ccccc1)c1ccccc1 | 1 | 5% | -19% | 19% | x | x | -5% | -6% | x
c1ccc(-n2nnnc2SCc2ccccn2)cc1 | 2 | -7% | 7% | -5% | -15% | -18% | 0% | -5% | -3%
Cc1noc(C)c1S(=O)(=O)N1CCC(C(=O)N2CCN(c3ccccc3)CC2)CC1 | -4 | 1% | 0% | 15% | -11% | -16% | -13% | u | x
O=C(NCCC1=CCCCC1)C1CCN(S(=O)(=O)c2ccc(Br)s2)CC1 | -2 | -14% | -3% | 4% | -4% | -2% | -19% | -25% | -6%
CC(=NNC(=O)CCC(=O)Nc1ccccc1Cl)c1ccco1 | -8 | 1% | -1% | -14% | x | x | -27% | u | 8%
CCCS(=O)(=O)c1c(S(=O)(=O)CCC)c2ccccn2c1C(=O)OC | -3 | -8% | -3% | -15% | 4% | 0% | -18% | -13% | -3%
COCCN(Cc1cc2cc(C)ccc2nc1Cl)C(=O)Nc1ccccc1OC | 0 | -5% | 2% | 9% | -8% | -21% | 2% | -13% | -10%
COc1ccc(C(=O)CC(=O)c2ccccc2O)cc1OC | 8 | -3% | -6% | 6% | -23% | -21% | u | -13% | 6%
Cc1[nH][nH]c(=O)c1C(c1ccc(N(C)C)c(Br)c1)c1c(C)[nH][nH]c1=O | 13 | 7% | -5% | u | -3% | 40% | 0% | -11% | 14%
Cc1ccnc(NS(=O)(=O)c2ccc(NC(=O)Cc3c(F)cccc3Cl)cc2)n1 | -2 | 0% | -15% | -22% | -8% | -20% | u | -17% | 39%
COc1ccc(C(=O)N/N=C(\C)c2ccc3c(c2)C2C=CCC2C(c2ccccc2)N3)cc1 (centres undefined) | 11 | 13% | -24% | -29% | -15% | 17% | x | 0% | 8%

Reprinted at random: three entries already listed
SMILES | LDHA block | ERG-DNA inh | POLK inh | RGS4 inh | Apoferritin bind | Pol beta inh | 12-LOX inh | POLH inh | APE1 inh
Cn1ncc(Cl)c1C(=O)NCC1CCCO1 (centres undefined) | -5 | 5% | -12% | 3% | 0% | 25% | 14% | -2% | -10%
c1ccc(-n2nnnc2SCc2ccccn2)cc1 | 2 | -7% | 7% | -5% | -15% | -18% | 0% | -5% | -3%
Cc1[nH][nH]c(=O)c1C(c1ccc(N(C)C)c(Br)c1)c1c(C)[nH][nH]c1=O | 13 | 7% | -5% | u | -3% | 40% | 0% | -11% | 14%
